Screens: PubChem, National Center for Advancing Translational Sciences (NCATS)
A-T KAP1 phos: potential ataxia-telangiectasia treatment; […] A-T fibroblasts, KAP-1 phosphorylation AlphaLISA; neocarzinostatin DNA damage 30 min before lysis; Potency, µM (doses to about 57.5 µM), inactives show top-dose activation, hits mostly activators; 0.19% of 320,000 active; AID 485349; also: potency is read from the fitted curve at half-maximal effect; % of control where 0% means no effect; nearly all actives have a fitted effect of over 45% in size
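ATM-like activity read as KAP-1 phosphorylation via AlphaLISA donor/acceptor antibody pairs after lysis and 6 hr at 25C. Cells were ATM-null patient fibroblasts ([…], hTERT), dosed 60 min, then exposed to the DSB inducer NCS for 30 min.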
KCNH2 3.1 inh: KCNH2 3.1 (human) potassium channel inhibition; U2OS KCNH2 3.1, thallium flux FluxOr; active compounds read low; activity change, % (tested at about 1.8 µM); 0.95% of 340,000 active;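 active = maximum activity change below -70%; inconclusive = maximum activity change from -70% to -50%; inactive = maximum activity change above -50%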;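 also: thallium influx rate constant from kinetic fluorescence after stimulation buffer; % is scaled to controls: 0 for no effect and ±100 for the full control effect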
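Thallium flux read-out: FluxOr dye with Red40 quencher in HBSS/HEPES, 45 min at RT. Rate constants from kinetic reads were normalized to positive and negative DMSO controls. Cells: U2OS virally expressing the 3.1 isoform.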
S-ASM inh: human S-ASM enzyme inhibition | 0.006% of 340,000 active | Potency, µM (top dose mostly 57.5 µM), without a hit: at the highest dose activity change, negative = inhibition, usual class: inhibitors | placental ASM, HMU-PC fluorogenic substrate, 60 min | AID 504937; also: potency is read from the fitted curve at half-maximal effect
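Fluorogenic HMU-PC substrate (9 uM final) is turned over by placental ASM in 60 min at 37 C after a 10 min compound preincubation. Reaction ended by alkaline stop (pH 10), with fluorescence read at 386/447 nm.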
MBNL1 CUG block: blocks human MBNL1 binding to CUG repeat RNA | TR-FRET MBNL1-His/biotin-(CUG)12 binding, 665/545 ratio | Potency, µM (series often up to 57.5 µM), without a hit: at the top dose activity change, negative = inhibition, usual class: inhibitors | 0.036% of 280,000 active | AID 2675; active = well fitted inhibition curve with a large enough effect in the signal ratio, with a control signal flat, not every such curve was filed as active; inconclusive = small, poorly fitted or top-dose-only effect, or effect the other way, or a change in a side signal; inactive = no such curve, though single readings can be large or run the other way; the % refers to the signal ratio; also: potency is read from the fitted curve at half-maximal effect; % is scaled to controls: 0 for no effect and ±100 for the full control effect
Target sequence (Q9NR56 whole entry, looked up): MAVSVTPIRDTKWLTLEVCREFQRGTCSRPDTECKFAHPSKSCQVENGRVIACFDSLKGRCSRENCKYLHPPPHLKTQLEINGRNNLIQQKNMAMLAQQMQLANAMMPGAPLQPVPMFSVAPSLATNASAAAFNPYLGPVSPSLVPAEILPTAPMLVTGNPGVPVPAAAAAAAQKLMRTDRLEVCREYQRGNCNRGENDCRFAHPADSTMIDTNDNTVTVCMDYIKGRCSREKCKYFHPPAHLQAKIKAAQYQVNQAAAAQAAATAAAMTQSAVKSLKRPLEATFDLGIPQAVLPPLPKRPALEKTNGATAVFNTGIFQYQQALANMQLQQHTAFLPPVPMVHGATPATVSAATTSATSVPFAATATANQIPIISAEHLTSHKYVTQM
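Ratiometric TR-FRET (665 over 545 nm, excitation 340 nm) tracks disruption of MBNL1-His/biotin-(CUG)12 complex after 60 min at room temperature, with compounds at 92 nM to 58 uM final.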
Integrin act MD: activates integrin-mediated alleviation for muscular dystrophy. alpha7betagal myoblasts, beta-gal FDG fluorescence, 48 h. Potency, µM (titrated, usually from 38.3 µM), without a hit: at the top dose activation, most hits filed as activators. 0.064% of 350,000 active. AID 624291;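 also: potency is read from the fitted curve at half-maximal effect; 100% = response of the positive control SU9516; nearly all actives have a fitted effect of over 60% in size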
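Alpha7betagal+/- myoblasts (passage 13) were plated 16-24 hr, then exposed to compounds (1:260 dilution of DMSO stock) for 48 hours at 37C. After MPER lysis, β-galactosidase reporter activity was read as FDG fluorescence (ex 480/em 540) after 30 minutes.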
KCNH2 WT inh: inhibitors of human wildtype KCNH2 potassium channel; U2OS, BacMam KCNH2, thallium flux FluxOr; active compounds read low; activity change, % at 1.84 µM; 0.37% of 340,000 active; AID 720551;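 active = maximum activity change below -70%; inconclusive = maximum activity change between -70% and -50%; inactive = maximum activity change above -50%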; also: % is scaled to controls: 0 for no effect and ±100 for the full control effect
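U2OS cells transduced with wild-type KCNH2 virus are loaded with FluxOr dye for 45 min, and thallium flux is measured in kinetic reads before and after stimulation buffer. Rate constants are normalized to DMSO controls.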
TRPV1 ag: activates the human vanilloid receptor TRPV1; Q8NER1; TRPV1-expressing cells, Fluo-8 calcium influx, agonist mode; activation, % at 8.33 µM; 0.19% of 320,000 active; in the data active = activation above about 80%; inconclusive = between about 30% and that limit; also: 0% is about no effect
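TRPV1-expressing cells were cultured overnight at 35.5C and loaded with Fluo-8 calcium dye for 40 to 90 min at room temperature. After a 10 s baseline, compound was added and calcium influx was read kinetically for 3 min (ex 480/em 520 nm).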
Coupling enz: counter-screen for Giardia aldolase inhibitors: coupling enzyme system; coupling enzyme system counterscreen, AmpLite Red fluorescence; activity change, negative = inhibition, % at 58.2 µM, hits read low; 0.67% of 290,000 active; in the data active = activity change below about -30%; also: % is scaled to controls: 0 for no effect and ±100 for the full control effect
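First, compound is pin-transferred into glyceraldehyde-3-phosphate coupling-enzyme reagent at 57.5 uM final and held 10 min at RT. Next, substrate, coupling system and AmpLite Red are added. After 20 min RT, fluorescence (525/598 nm) is read.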
CXXC DNA block: blocks binding of human MLL CXXC domain to DNA; Q03164; MLL-CXXC / FITC-HOXA9 DNA fluorescence polarization; Potency, µM (top dose mostly 115 µM), for the others: top-dose activity change, negative = inhibition, most hits filed as inhibitors; 0.037% of 290,000 active; AID 2662; active = well fitted inhibition curve with a large enough effect in the polarisation, with a control signal flat, not every such curve was filed as active; inconclusive = small, poorly fitted or top-dose-only effect, or effect the other way, or a change in a side signal; inactive = no such curve, though single readings can be large or run the other way; the % refers to the polarisation; also: potency is read from the fitted curve at half-maximal effect
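Steps: dispense CXXC domain solution (7 uM) → pin compounds or unlabeled HOX-A9 DNA control → 5 min ambient → add FLSN-HOX-A9 solution (50 nM) → spin → 30 min ambient → fluorescence polarization. Tris pH 7.5/NaCl/DTT/BSA buffer.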
GALK inhibitor: inhibitors of human galactokinase; P51570; 0.007% of 270,000 active; Purified GALK, Kinase-Glo residual ATP luminescence; Potency, µM (top dose mostly 57.5 µM), inactives show at the top dose activity change, negative = inhibition, hits mostly inhibitors; also: potency is read from the fitted curve at half-maximal effect; % is scaled to controls: 0 for no effect and ±100 for the full control effect
Target sequence (P51570 whole entry, looked up): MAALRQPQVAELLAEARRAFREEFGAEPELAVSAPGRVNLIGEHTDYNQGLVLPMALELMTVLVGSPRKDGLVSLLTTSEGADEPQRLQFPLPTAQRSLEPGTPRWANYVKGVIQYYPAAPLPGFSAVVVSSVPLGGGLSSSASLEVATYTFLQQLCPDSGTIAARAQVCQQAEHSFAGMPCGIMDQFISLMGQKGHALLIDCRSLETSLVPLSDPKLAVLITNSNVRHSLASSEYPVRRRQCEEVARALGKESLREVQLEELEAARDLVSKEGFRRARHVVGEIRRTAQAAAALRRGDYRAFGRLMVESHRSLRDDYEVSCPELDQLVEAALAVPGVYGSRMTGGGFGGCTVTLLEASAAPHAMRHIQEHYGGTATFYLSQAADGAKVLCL
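GALK at 5 nM final was combined with compound, 35 uM ATP and 100 uM galactose in HEPES pH8.0 with MgCl2 and DTT. The reaction ran one hour at room temperature before luminescent ATP detection.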
Active calls of the source: *; ? = inconclusive; / = not tested or not shown; [ ] = another dose, or the depositor's remark. Unless noted, calls follow the shape of the dose curve; as a rule, active = well fitted curve in the direction sought with a large enough effect; inconclusive = small, poorly fitted or top-dose-only effect, or another doubt; inactive = no such curve, though single readings can be large; an effect the other way counts as inactive or inconclusive.

SMILES | A-T KAP1 phos | KCNH2 3.1 inh | S-ASM inh | MBNL1 CUG block | Integrin act MD | KCNH2 WT inh | TRPV1 ag | Coupling enz | CXXC DNA block | GALK inhibitor
CC(C)(C)c1ccc(OCC(=O)N/N=C/c2ccsc2)cc1 | -6% | -10 | / | -7% | 5% | -1 | ? | -5 | -1% | 0%
Cc1cccc(C(=O)NC(=S)Nc2ccccc2C(=O)O)c1 | 0% | 10 | 4% | 2% | 25% | 5 | 1 | -3 | -7% | 0%
Cn1cccc1/C=N/NC(=O)c1ccn[nH]1 | 1% | -9 | -1% | 4% | -18% | -10 | -4 | -3 | 13% | 1%
O=C(c1ccccc1)c1ccc(OCC(O)CNCc2cccc(Cl)c2)cc1 (stereo not given) | 1% | -5 | -5% | -13% | 0% | 26 | 13 | -1 | 18% | 2%
C=CCNC(=O)CSc1nc2sc3c(c2c(=O)n1CCC)CCC3 | 7% | -1 | -15% | 3% | 2% | 3 | 29 | 5 | -1% | 8%
CCc1ccc(N2C(=O)C3C(C2=O)N2CCCN2C3c2ccccc2)cc1 (stereo not given) | -3% | -3 | 3% | -2% | 19% | 1 | 5 | 2 | 8% | 7%
C=CCO/N=C(\C)c1c(O)c(C)c(-c2ccccc2)n(-c2ccccc2)c1=O | -1% | 1 | ? | -18% | 2% | -3 | 3 | -1 | 3% | 0%
CC(C)Cn1c(=O)c(C(=O)NCc2ccccn2)c(O)c2ccccc21 | 23% | -37 | -16% | -5% | 24% | -6 | 3 | 6 | -10% | -3%
CCCn1c(N)c(C(=O)CSc2nnc3ccccn23)c(=O)n(C)c1=O | -11% | 6 | -3% | / | 24% | -15 | -2 | / | / | /
COCCNC(=O)c1cc2cc(Br)cc(Br)c2oc1=O | 3% | 8 | 0% | -3% | 12% | -1 | 3 | 0 | 22% | -1%
COc1ccc(-c2c(C)oc3c(CN4CCOCC4)c(O)ccc3c2=O)cc1 | -11% | 4 | 28% | 5% | ? | 6 | -3 | 0 | -9% | 1%
Cc1ccc(O)c(C2=NCCNC(C(F)(F)C(F)F)=C2)c1 | -1% | 0 | -17% | 15% | -4% | 2 | 8 | 1 | 0% | -1%
CCNC(=O)CSc1nc2ccccc2c(=O)n1CCCOC(C)C | 4% | 0 | 0% | -8% | 13% | 2 | 4 | -1 | -2% | -1%
CC(=O)Nc1ccc(S(=O)(=O)NCCC(=O)N2CCN(c3ccccc3Cl)CC2)cc1 | -3% | -14 | -3% | / | 13% | -6 | / | / | / | /
CCOC(=O)C(C#N)C(Cc1ccccc1)c1ccco1 (stereo not given) | -1% | 3 | -1% | -2% | -16% | -15 | 25 | 0 | 0% | 1%
Cc1ccc(-c2nnc(SCC(=O)N/N=C/c3ccccc3C(=O)O)n2-c2ccc(C)cc2)cc1 | -5% | 1 | -2% | 8% | 8% | -2 | 1 | 16 | 31%[activator] | -6%
CC(=O)Nc1ccc(N2C(=O)c3ccc(S(=O)(=O)c4ccc(C(=O)O)cc4)cc3C2=O)cc1 | 12% | 22 | 5% | 0% | -13% | -168* | 0 | / | 2% | -1%
COc1ccccc1-n1c(SCC(=O)Nc2ccc(C)cc2)nc(O)cc1=O | 7% | 8 | 2% | -10% | 25% | -3 | -3 | 11 | 5% | 2%
COc1cc(NC(=S)NCc2cccs2)cc(OC)c1 | 5% | 8 | 2% | / | -3% | -22 | ? | -1 | 3% | 0%
O=Cc1coc2c(ccc3ccccc32)c1=O | -6% | / | / | -7% | / | / | -5 | 2 | 25% | /
COc1ccc(-c2cc(C)nc3nc(N)nn23)cc1 | 1% | 1 | 7% | 2% | 23% | 19 | 2 | 1 | -6% | -2%

A second format for 2 compounds above.
Under each structure – A-T KAP1 phos | KCNH2 3.1 inh | S-ASM inh | MBNL1 CUG block | Integrin act MD | KCNH2 WT inh | TRPV1 ag | Coupling enz | CXXC DNA block | GALK inhibitor
O=Cc1coc2c(ccc3ccccc32)c1=O
 : -6% | / | / | -7% | / | / | -5 | 2 | 25% | /
COc1ccc(-c2cc(C)nc3nc(N)nn23)cc1
 : 1% | 1 | 7% | 2% | 23% | 19 | 2 | 1 | -6% | -2%

Shown as tab-separated lines: entries from further up
smiles	A-T KAP1 phos	KCNH2 3.1 inh	S-ASM inh	MBNL1 CUG block	Integrin act MD	KCNH2 WT inh	TRPV1 ag	Coupling enz	CXXC DNA block	GALK inhibitor
CCCn1c(N)c(C(=O)CSc2nnc3ccccn23)c(=O)n(C)c1=O	-11%	6	-3%	/	24%	-15	-2	/	/	/
COCCNC(=O)c1cc2cc(Br)cc(Br)c2oc1=O	3%	8	0%	-3%	12%	-1	3	0	22%	-1%
COc1ccc(-c2c(C)oc3c(CN4CCOCC4)c(O)ccc3c2=O)cc1	-11%	4	28%	5%	?	6	-3	0	-9%	1%
Cc1ccc(O)c(C2=NCCNC(C(F)(F)C(F)F)=C2)c1	-1%	0	-17%	15%	-4%	2	8	1	0%	-1%
CCNC(=O)CSc1nc2ccccc2c(=O)n1CCCOC(C)C	4%	0	0%	-8%	13%	2	4	-1	-2%	-1%
CC(=O)Nc1ccc(S(=O)(=O)NCCC(=O)N2CCN(c3ccccc3Cl)CC2)cc1	-3%	-14	-3%	/	13%	-6	/	/	/	/
CCOC(=O)C(C#N)C(Cc1ccccc1)c1ccco1 (stereo not given)	-1%	3	-1%	-2%	-16%	-15	25	0	0%	1%
Cc1ccc(-c2nnc(SCC(=O)N/N=C/c3ccccc3C(=O)O)n2-c2ccc(C)cc2)cc1	-5%	1	-2%	8%	8%	-2	1	16	31%[activator]	-6%
CC(=O)Nc1ccc(N2C(=O)c3ccc(S(=O)(=O)c4ccc(C(=O)O)cc4)cc3C2=O)cc1	12%	22	5%	0%	-13%	-168*	0	/	2%	-1%
COc1ccccc1-n1c(SCC(=O)Nc2ccc(C)cc2)nc(O)cc1=O	7%	8	2%	-10%	25%	-3	-3	11	5%	2%
COc1cc(NC(=S)NCc2cccs2)cc(OC)c1	5%	8	2%	/	-3%	-22	?	-1	3%	0%
O=Cc1coc2c(ccc3ccccc32)c1=O	-6%	/	/	-7%	/	/	-5	2	25%	/
COc1ccc(-c2cc(C)nc3nc(N)nn23)cc1	1%	1	7%	2%	23%	19	2	1	-6%	-2%
